MPTP block: blocks calcium-induced mitochondrial swelling. isolated mouse mitochondria, Ca2+ swelling absorbance, 30 min. inhibition, % at 10 µM. 360,000 compounds, 1.4% hits;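 active means inhibition of 50% or more, scaled per plate between neutral and stimulator controls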;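 further: 0% = DMSO wells given calcium and 100% = 1 mM EGTA wells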
ATG4B inh: blocks human ATG4B protease cleavage of LC3 substrate. Q9Y4P1. inhibition, % at 8.33 µM. 340,000 compounds, 0.51% hits. ATG4B cleavage of LC3-PLA2, NBD-HPC fluorescence, 1 h; in the data active means inhibition above about 40%
hIAP activ: human IAP activation; purified human IAP, CDP-Star luminescence, 30 min; hits give high values; 1 = vehicle-only enzyme, 0 = enzyme-free background; P09923; AID 2524; 330,000 compounds, 0.16% hits; activation factor at 10 µM;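 active means activation factor of the enzyme at least 2-fold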; further: the source names both 10 and 20 µM as test concentration; values of inactives mirror those of a sister screen read the other way
Target sequence (P09923 whole entry, looked up): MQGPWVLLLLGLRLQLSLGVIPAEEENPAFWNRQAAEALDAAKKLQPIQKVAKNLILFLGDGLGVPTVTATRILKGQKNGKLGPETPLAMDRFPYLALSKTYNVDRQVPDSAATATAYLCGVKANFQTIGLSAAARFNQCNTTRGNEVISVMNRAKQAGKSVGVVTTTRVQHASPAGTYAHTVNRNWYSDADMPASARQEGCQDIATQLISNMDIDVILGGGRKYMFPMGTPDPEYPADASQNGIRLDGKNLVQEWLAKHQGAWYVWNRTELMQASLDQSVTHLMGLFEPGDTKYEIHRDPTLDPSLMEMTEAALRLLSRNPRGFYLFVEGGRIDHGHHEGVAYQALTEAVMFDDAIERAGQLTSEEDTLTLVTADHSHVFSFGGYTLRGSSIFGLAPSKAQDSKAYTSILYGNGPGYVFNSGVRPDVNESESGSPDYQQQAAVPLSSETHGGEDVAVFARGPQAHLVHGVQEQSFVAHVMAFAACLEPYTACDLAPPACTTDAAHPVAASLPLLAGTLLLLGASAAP
mIAP inh: blocks mouse intestinal alkaline phosphatase; inhibition, % at 10 µM; AID 2806; purified mouse IAP, CDP-Star luminescence, 30 min; 330,000 compounds, 0.2% hits;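 active means inhibition of at least 40% at 10 µM in the primary screen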;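 further: plate controls were DMSO with enzyme for no effect and no enzyme wells for full effect; values of inactives mirror those of a sister screen read the other way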
mIAP act: mouse IAP activation; activation factor at 10 µM; muIAP, CDP-Star luminescence, 30 min; hits give high values; 1 = vehicle-only enzyme signal, 0 = enzyme-free wells; 330,000 compounds, 0.24% hits;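 active means activation factor of at least 2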; further: the source names both 10 and 20 µM as test concentration; values of inactives mirror those of a sister screen read the other way
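Assay system: mouse IAP enzyme; Reagent: CDP-Star chemiluminescent phosphatase substrate; Compound: DMSO-dissolved test compounds; Incubation: 30 min, room temperature; Technique: luminescence from enzymatic CDP-Star hydrolysis; Controls: DMSO-only wells and no-enzyme negative control.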
beta cell repl: inducers of beta-cell replication in MIN6 cells. MIN6 cells proliferation, ATPlite luminescence, 48 h; cells starved in 0.2% serum; 100% = growth in 10% serum. proliferation, % at 10 µM. 330,000 compounds, 0.29% hits. AID 2380;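 active means compounds whose signal lies at least 3.5 SD above the mean of all wells on their plate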;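 further: 0% = DMSO-treated cells in low-serum medium and 100% = 10% serum control; some compounds called inactive have numbers as strong as hits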
A3A deaminase: blocks human APOBEC3A ssDNA deamination; P31941; recombinant A3A, FAM/TAMRA ssDNA deamination fluorescence; inhibition, % at 20 µM; 330,000 compounds, 0.41% hits; AID 493011;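 active means at least 40% inhibition at 20 µM here, with at most 30% in a related deaminase screen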;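 further: plate controls were A3A with DMSO for no effect and wells lacking A3A enzyme for full effect; some results filed as inactive read as strong as hits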
hIAP inh: blocks human intestinal alkaline phosphatase | inhibition, % at 10 µM | purified IAP, CDP-Star luminescence, 30 min | AID 2544 | 330,000 compounds, 0.12% hits | P09923;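 active means inhibition reaching a set limit with compound at 10 µM in the primary screen, cut at about 35% in these data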;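 further: plate controls were DMSO wells with enzyme for no effect and no-enzyme buffer wells for full effect; values of inactives mirror those of a sister screen read the other way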
APOBEC3G inh: inhibitors of human APOBEC3G DNA deaminase | Q9HC16 | recombinant A3G, ssDNA deamination FAM/TAMRA fluorescence | inhibition, % at 20 µM | 330,000 compounds, 0.28% hits;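 active means inhibition of at least 40% at 20 µM, with no more than 30% in the related APOBEC3A deaminase screen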;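 further: plate controls were DMSO wells with A3G for no effect and wells lacking A3G enzyme for full effect; some compounds called inactive have numbers as strong as hits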
Target sequence (Q9HC16 whole entry, looked up): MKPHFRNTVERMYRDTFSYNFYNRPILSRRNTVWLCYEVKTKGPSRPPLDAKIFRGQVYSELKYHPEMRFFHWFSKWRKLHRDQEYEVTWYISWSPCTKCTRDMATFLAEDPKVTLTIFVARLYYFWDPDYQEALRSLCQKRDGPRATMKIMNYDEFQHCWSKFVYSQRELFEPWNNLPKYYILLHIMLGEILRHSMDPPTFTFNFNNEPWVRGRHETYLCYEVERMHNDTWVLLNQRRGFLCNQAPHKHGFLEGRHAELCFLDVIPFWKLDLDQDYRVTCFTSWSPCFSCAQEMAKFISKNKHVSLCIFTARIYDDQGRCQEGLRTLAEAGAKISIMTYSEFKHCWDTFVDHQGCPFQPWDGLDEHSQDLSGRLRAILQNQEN
* marks the source's active call; other numbers are inactive results; · = not tested or not shown. Not a hit list; 3.3% or so of the library scored in one or more.

SMILES	MPTP block	ATG4B inh	hIAP activ	mIAP inh	mIAP act	beta cell repl	A3A deaminase	hIAP inh	APOBEC3G inh
CCOC(=O)CC1C(=O)NCCN1S(=O)(=O)c1ccccc1 (stereo not given)	-0.2	3	1.2	10	0.9	6	-3	-22	-9
Cc1ccc(N2C(=O)c3ccccc3C2C(=O)c2ccc(O)cc2O)cc1 (stereo not given)	29	0	0.99	34	0.66	-2	100	1	80
Cc1ccc(C)c(S(=O)(=O)N2CCCOC2CNC(=O)C(=O)NCc2ccncc2)c1 (stereo not given)	-2.5	-2	0.94	5	0.95	0	0	6	-2
O=C(Nc1ccnn1C1CCN(C(=O)CCc2ccc(F)cc2)CC1)C1CCOC1 (stereo not given)	-0.3	4	1.3	12	0.88	3	-1	-33	-6
COc1ccccc1C(=O)NCCc1nc2ccccc2n1C	-0.5	4	1.2	-7	1.1	1	-3	-21	-5
OC(COc1cc(Cl)c(Cl)cc1Cl)CN1CCN(c2ncccn2)CC1 (stereo not given)	-0.5	-1	1.1	-2	1	0	-5	-10	-10
N#Cc1ccc(C(=O)NN2C(=O)NC3(CCCCC3)C2=O)cc1	0.8	4	1.1	-2	1	-2	0	-5	7
CCOc1ccc(C(=O)n2cnnc2N)cc1	2.2	3	0.87	-20	1.2	-2	-6	13	-4
Cc1cc(C)cc(N(C(=O)Cn2nnc3ccccc32)C(C(=O)NCc2ccco2)c2ccncc2)c1 (stereo not given)	2.5	-10	1.1	-1	1	-3	-4	-11	8
NS(=O)(=O)c1ccc(CCNC(=O)C2CCCCC2)cc1	0.4	-7	0.94	1	0.99	0	-2	6	-6
O=C(N/N=C\c1ccc(F)cc1)c1ccc(F)cc1	-0.4	-11	0.78	4	0.96	0	0	22	-8
COc1cccc(CCNC(=O)c2cc(COc3c(F)cccc3F)on2)c1	-1.4	15	1.4	1	0.99	-4	-3	-41	-8
COc1ccc(C(=O)NCCS(=O)(=O)N2CCc3ccccc3C2)cc1OC	-1.2	-15	1.1	-4	1	0	-3	-8	-2
COC(=O)c1ccc(CNC(=O)c2ccc3c(c2)NC(=O)CS3)cc1	-0.4	-5	0.78	9	0.91	-2	-3	22	-6
N/C(COc1ccccc1)=N\NC(=O)c1cccnc1Oc1ccccc1	-0.4	2	1.2	8	0.92	-2	0	-18	-12
Cc1cc(C(F)(F)F)nn1Cc1n[nH]c(=S)n1Cc1ccccc1	1.2	-2	1.2	-7	1.1	-2	-5	-15	8
CCOC(=O)c1cnc2cc(-c3ccc(C)cc3)nn2c1-c1ccccc1	-1.6	-7	1	-1	1	-5	1	-3	2
COc1ccccc1CNC(=O)[C@H](C)NC(=O)C1CCN(C(=O)[C@@H](N)Cc2ccccc2)CC1	0.2	-18	1.1	2	0.98	0	-3	-8	-11
COc1ccc(/C=N\NC(=O)c2ccc(F)cc2)cc1COc1ccccc1C(N)=O	-1.4	-3	1.5	-2	1	1	-2	-46	-7
O=C(Nc1ccccc1C(=O)O)c1cc(S(=O)(=O)Nc2ccccc2)ccc1Cl	1.3	14	0.96	-3	1	-3	-6	4	-9

By substructure: those above containing a Cl atom (2)
SMILES	MPTP block	ATG4B inh	hIAP activ	mIAP inh	mIAP act	beta cell repl	A3A deaminase	hIAP inh	APOBEC3G inh
OC(COc1cc(Cl)c(Cl)cc1Cl)CN1CCN(c2ncccn2)CC1 (stereo not given)	-0.5	-1	1.1	-2	1	0	-5	-10	-10
O=C(Nc1ccccc1C(=O)O)c1cc(S(=O)(=O)Nc2ccccc2)ccc1Cl	1.3	14	0.96	-3	1	-3	-6	4	-9

(list continues)
SMILES	MPTP block	ATG4B inh	hIAP activ	mIAP inh	mIAP act	beta cell repl	A3A deaminase	hIAP inh	APOBEC3G inh
C/C(=N\NC(=O)c1nnn(-c2nonc2N)c1-c1ccc2c(c1)OCO2)c1ccccc1	-1.3	2	0.93	3	0.97	-3	8	7	-3
CCOc1cc(C(=O)Nc2ccc([N+](=O)[O-])cn2)cc(OCC)c1OCC	-2.2	6	0.99	-10	1.1	0	-2	1	-7
Cc1c(Cl)cnc(NC(=O)COC(=O)CCc2nc3ccccc3s2)c1Cl	12	-3	1	4	0.96	-1	-5	0	-12
Cc1ccc(OCC(=O)N2CCN(C(=O)c3cccnc3)CC2)cc1	-1.6	2	1.1	3	0.97	-2	6	-11	3
Cc1ccc(S(=O)(=O)c2nc(-c3ccco3)oc2SCC(=O)NCC2CCCO2)cc1 (stereo not given)	-0.9	-15	1.2	16	0.83	-4	-3	-16	-2
Oc1ccccc1Cc1c(O)ccc2ccccc12	4.7	-1	1	6	0.94	-6	2	0	4
COc1ccc(-n2nnnc2SCC(=O)N2CCCC2=O)cc1	-2.8	-2	1.2	-14	1.1	0	0	-17	0
COc1ccc(OC)c(N(CC(=O)NCC2CCCO2)S(=O)(=O)c2ccccc2)c1 (stereo not given)	0.9	0	1.1	-13	1.1	0	-2	-8	-2
Clc1ccc(CCNc2nc3ccccc3n3nnnc23)cc1	-0.4	-6	1	6	0.94	-3	-5	-2	-9
Cc1ccc(NC(=O)c2cccnc2)cc1S(=O)(=O)N(C)C	-2.3	-4	1.1	-6	1.1	1	3	-8	-8
Cc1ccc(-n2c(SCC(=O)N/N=C/c3ccccc3OCC(=O)O)nc3ccccc3c2=O)cc1	4.3	35	1.1	9	0.91	-1	-1	-10	-7
COc1cc(/C=N/NC(=O)C2CCN(CC(O)COCc3ccccc3)CC2)cc(OC)c1OC (stereo not given)	0.4	-5	1	-2	1	0	-2	-3	-6
CCOc1cc(CNCC(C)C)c(Cl)cc1OCC(=O)Nc1ccccc1	1.7	2	0.99	-11	1.1	-1	3	1	5
NS(=O)(=O)c1ccc(CCNCc2cc(Br)ccc2OCc2ccccc2)cc1	66*	-18	1	5	0.95	0	0	-3	-5
CCc1cc2c(-c3ccccc3)cc(=O)oc2c(CN2CCOCC2)c1O	-2.7	-9	0.94	-4	1	-3	1	6	3
COc1ccc(N(CC(=O)Nc2cc(C)ccc2C)S(=O)(=O)c2c(C)noc2C)cc1	-0.1	8	1.2	-15	1.1	-3	-2	-16	-5
COc1ccc(NC(=O)c2ccc(C#N)cc2)cc1NS(=O)(=O)c1ccc(F)cc1	-0.1	-3	1	4	0.96	-2	0	-4	-2
COc1cc2[nH]c(=O)c(C(=O)NCCCN3CCCCC3)c(O)c2cc1OC	-2.3	-7	1.1	-7	1.1	-1	3	-6	0
COc1ccc(C)cc1NC(=O)C(c1ccccc1)N1CCN(CC(=O)NC2CC2)CC1 (stereo not given)	0.9	4	1	-6	1.1	-1	0	0	0
CCOc1ccc(N2C(=O)CC(N3CCOCC3)C2=O)cc1 (stereo not given)	-0.3	-7	0.97	-12	1.1	-2	1	3	21
Cc1ccc(S(=O)(=O)NN=Cc2ccc(N3CCOCC3)cc2)cc1[N+](=O)[O-]	0.2	-6	0.92	-5	1	-3	-5	8	-7
CCOc1ccc(NC(=O)CCN2CCN(C)CC2)cc1	1.2	0	0.9	1	0.99	0	-7	10	-8
COc1ccc(S(N)(=O)=O)cc1C(=O)NC1CCCc2ccccc21 (stereo not given)	-0.3	4	0.94	5	0.95	0	-2	6	-8
COc1ccc(OCC(=O)N/N=C(\C)CC(=O)Nc2ccc(OC)cc2[N+](=O)[O-])cc1	0.5	-4	0.86	0	1	-2	-1	14	-4
CN1CCC(N(C)C(=S)NC(=O)c2cc(-c3cccc(Br)c3)nc3ccccc23)CC1	0.0	-2	0.99	6	0.94	-5	-1	1	-4
O=C(CCN1C(=O)/C(=C/c2ccccc2Cl)SC1=S)NNC(=O)c1ccccc1O	6.7	0	2.1*	27	0.73	-3	-3	-108	-5
CCCCCC(=O)Nc1ncc2c(n1)CC(c1cccs1)CC2=O (stereo not given)	1.8	-4	0.88	-4	1	-1	6	12	3
CC1(C)CC(=O)c2cn3nc(C(F)(F)F)nc3nc2C1	-0.5	1	1.1	3	0.97	-1	-3	-10	-8
CCCNC(=O)C(Cc1ccccc1)NS(=O)(=O)c1ccc2c(c1)CCC(=O)N2 (stereo not given)	-2.7	-5	0.96	8	0.93	-3	-1	4	-2
CC(CCc1ccccc1)NC(=O)c1ccc(-n2cncn2)c([N+](=O)[O-])c1 (stereo not given)	-0.7	-5	0.97	11	0.89	2	-4	3	-5
CCN(CC)C(=O)CNC(=S)N(CCCN1CCOCC1)Cc1cccs1	0.0	4	1	-13	1.1	-2	-7	-4	-8
COc1ccc(CC(=O)Nc2cccc(-c3ccc4nncn4n3)c2)cc1OC	16	-2	1	1	0.99	-2	1	-3	-5
CCOC(=O)CNC(=O)CNC(=O)c1nn(-c2ccc(OC)c(Cl)c2)c(=O)c2ccccc12	0.3	-7	1	4	0.96	-2	0	-3	-3
NC(=O)CN1CCN(c2nc(-c3ccc(F)cc3)cs2)CC1	2.1	11	0.89	0	1	1	8	11	5
O=S(=O)(c1ccccc1Cl)N1CCC(O)(c2cccnc2)CC1	-0.9	-6	0.97	5	0.95	-1	1	3	-1
O=C1c2ccccc2-c2nnc(-c3ccc(F)cc3)cc21	1.7	11	1	-6	1.1	-5	1	-4	0
CCN(CC(=O)Nc1ccc(NC(C)=O)cc1)CC(=O)Nc1ccc(Cl)c(Cl)c1	-0.3	0	1.1	-7	1.1	-1	-1	-6	-5
COc1ccccc1C1C(C#N)=C(N)Oc2cc(C)n(Cc3ccccn3)c(=O)c21 (stereo not given)	0.7	3	1	11	0.89	-1	-3	-2	-9
O=C(Nc1cccc(Cl)c1)Nn1cnnc1	0.0	-8	0.95	5	0.95	-3	-1	5	-6
COc1ccc(CCN=C(NS(=O)(=O)c2ccc(Cl)cc2)c2ccccc2)cc1	·	-7	0.99	-5	1.1	0	1	1	-1
O=C(CC(=O)N/N=C/c1ccc(F)cc1)N/N=C/c1ccc(F)cc1	0.4	-1	1.1	10	0.9	1	2	-8	3
CCOc1ccc(C(=O)Nc2ccc(S(=O)(=O)N3CCN(C)CC3)cc2)cc1	0.6	-9	1.1	-6	1.1	-4	-4	-6	-8
Cc1ccccc1CC(=O)Nc1ccon1	2.5	3	1.1	-1	1	3	-3	-11	1
Cc1ccc(N2CC(C(=O)N3CCC(C(=O)Nc4cccc(Br)c4)CC3)CC2=O)cc1 (stereo not given)	-0.3	-14	1.1	-19	1.2	-1	1	-6	-11
NC(=O)C1CCN(C(=O)CCSCc2ccc(Cl)c(Cl)c2)CC1	1.0	-3	1	6	0.94	0	-3	0	0
CCCCCCCCn1c(N2CCN(c3cccc(Cl)c3)CC2)nc2c1c(=O)[nH]c(=O)n2C	17	-6	0.84	-2	1	-4	-5	16	-5
C(=N\n1cnnc1)/c1ccc(OCc2ccccc2)cc1	-1.4	-5	0.9	1	0.99	-4	0	10	-4
Cc1oc2ccc(NS(=O)(=O)c3cccc4cccnc34)cc2c1C(=O)OC(C)C	3.4	-17	1.2	10	0.9	0	-3	-18	-6
Cc1cc(C(=O)N2CCCC(Nc3ccc(C(C)C)cc3)C2)nn1C (stereo not given)	0.6	21	1.3	11	0.89	-1	-2	-25	-3
Cc1nc(CCNC(=O)C2CCC(=O)N(Cc3cccc(F)c3)C2)sc1C (stereo not given)	-1.1	-4	1.1	6	0.94	-2	-5	-15	-3

Source: PubChem BioAssay
